GPT2 inhibitor – Primary qHTS assay for inhibitors of Glutamate pyruvate transaminase 2 (GPT2). Recombinant GPT2, coupled pyruvate oxidase/HRP Amplex Red fluorescence. Potency, µM (doses to about 57.7 µM), without a hit: at the top dose activity change, negative = inhibition, most hits filed as inhibitors. actives 0.25% (n = 100,000). AID 1671188, 2021; further: potency means the concentration at half of the fitted maximal effect; nearly all actives have a fitted effect of over 60% in size; many of its hits are not listed in these tables
Target sequence (Q8TD30 whole entry, looked up): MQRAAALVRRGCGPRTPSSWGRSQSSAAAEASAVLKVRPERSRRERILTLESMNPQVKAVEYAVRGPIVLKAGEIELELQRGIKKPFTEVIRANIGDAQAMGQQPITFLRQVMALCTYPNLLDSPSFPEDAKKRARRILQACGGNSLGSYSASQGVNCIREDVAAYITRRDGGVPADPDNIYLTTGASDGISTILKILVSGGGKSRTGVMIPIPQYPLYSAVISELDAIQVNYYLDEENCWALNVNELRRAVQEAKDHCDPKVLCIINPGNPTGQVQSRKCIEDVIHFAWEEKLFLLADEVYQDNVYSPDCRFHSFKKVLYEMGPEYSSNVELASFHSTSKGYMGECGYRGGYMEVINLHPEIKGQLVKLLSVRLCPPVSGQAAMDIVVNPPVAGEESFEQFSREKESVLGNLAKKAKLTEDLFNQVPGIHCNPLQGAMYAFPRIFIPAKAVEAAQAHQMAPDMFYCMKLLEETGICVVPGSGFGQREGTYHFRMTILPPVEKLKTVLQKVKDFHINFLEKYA
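GPT2 10ng/uL, a-KG 250uM, L-Ala 2mM, HEPES pH7.5 + 0.0001% Tween; 30 min RT. Then Amplex mix (PO/HRP/ThPP), 30 min RT dark, fluorescence. AOA 50uM used as positive control.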
SNCA expr inhib – Primary qHTS assay for inhibitors of alpha-synuclein gene (SNCA) expression; HEK-293 SNCA-luciferase knock-in, luminescence, 24 h; Potency, µM (series often up to 57.2 µM), for inactives: at the top dose activity change, negative = inhibition, most hits filed as inhibitors; actives 0.17% (n = 140,000); AID 1671194, 2021;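 further: potency means the concentration at half of the fitted maximal effect; plate controls were DMSO cells for no effect and cell-free wells for full effect; nearly all actives have a fitted effect of over 45% in size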
IP6K1 inhibitor – Primary qHTS assay for small molecule inhibitors of Inositol hexaphosphate kinase 1 (IP6K1); Inositol hexakisphosphate kinase 1 (Homo sapiens), Q92551; IP6K1 kinase, ADP-Glo luminescence, 2 h; stronger effect = lower value; activity change, % (series mostly up to about 58 µM); actives 0.81% (n = 140,000); AID 1645851, 2021; in the data active means activity change below about -25%
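ADP-Glo luminescence measures ADP made by human IP6K1 during a 2 h RT reaction with ATP/IP6 (mix at 1.3 mM/130 uM); top library doses 57.5 and 19.1 uM final.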
FLuc inh – Firefly luciferase inhibition profiling of diverse chemical library using quantitative high-throughput screening; purified P. pyralis luciferase, luminescence, biochemical; Potency, µM (top dose mostly 115 µM), for inactives: top-dose activity change, negative = inhibition, usual class: inhibitors; actives 2.5% (n = 76,000); AID 1347043, 2019; further: potency means the concentration at half of the fitted maximal effect; nearly all actives have a fitted effect of over 65% in size
Target sequence (P08659 whole entry, looked up): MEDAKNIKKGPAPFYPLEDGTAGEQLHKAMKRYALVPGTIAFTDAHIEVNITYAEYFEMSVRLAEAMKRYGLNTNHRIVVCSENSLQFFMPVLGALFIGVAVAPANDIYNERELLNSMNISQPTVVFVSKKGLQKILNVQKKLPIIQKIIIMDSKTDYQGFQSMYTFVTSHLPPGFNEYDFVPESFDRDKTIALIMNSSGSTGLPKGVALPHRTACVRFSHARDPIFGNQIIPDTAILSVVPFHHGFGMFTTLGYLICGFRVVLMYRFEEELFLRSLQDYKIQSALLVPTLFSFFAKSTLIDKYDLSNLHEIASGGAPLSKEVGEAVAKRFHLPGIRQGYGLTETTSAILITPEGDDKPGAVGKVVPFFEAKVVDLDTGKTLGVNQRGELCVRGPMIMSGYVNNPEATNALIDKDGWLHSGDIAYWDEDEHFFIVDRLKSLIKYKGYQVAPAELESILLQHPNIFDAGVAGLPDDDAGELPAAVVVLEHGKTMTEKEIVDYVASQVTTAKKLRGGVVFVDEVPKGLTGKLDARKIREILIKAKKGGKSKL
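Inhibitors were tested against purified firefly luciferase in a biochemical, low-substrate format (both substrates at 10uM) and luminescence measured with a CCD imager.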
NIH3T3 tox – Cytotoxic Profiling in NIH 3T3 Cell Line of Diverse Libraries Using Quantitative High-Throughput Screening | NIH 3T3 viability, CellTiter-Glo ATP luminescence, 48-72 h | Potency, µM (doses to about 96.7 µM), for the others: at the highest dose activity change, negative = cytotoxicity, usual class: inhibitors | actives 4.3% (n = 94,000) | AID 1345082, 2018; further: potency means the concentration at half of the fitted maximal effect; nearly all actives have a fitted effect of over 55% in size
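ATP-dependent luminescence (CellTiter-Glo) served as the viability signal for NIH 3T3 cells treated with compound for 48 or 72 hr at 37 °C.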
HEK293 tox – Cytotoxic Profiling in HEK 293 Cell Line of Diverse Libraries Using Quantitative High-Throughput Screening | actives 6.6% (n = 94,000) | AID 1345083, 2018 | HEK 293 viability, ATP luminescence (CellTiter-Glo), 48-72 h | Potency, µM (highest dose often 115 µM), for inactives: top-dose activity change, negative = cytotoxicity, hits mostly inhibitors; further: potency means the concentration at half of the fitted maximal effect; nearly all actives have a fitted effect of over 60% in size
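Cytotoxicity was scored by loss of ATP-coupled luminescence (CellTiter-Glo) in HEK 293 cells. Compound treatment ran 48 or 72 hr at 37 degree Celsius, 5% CO2, 95% humidity.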
HEK293 viab – GF-AFC viability counterscreen for inhibitors of alpha-synuclein gene (SNCA) expression; actives 0.12% (n = 150,000); HEK-293-SNCA-luc viability, GF-AFC fluorescence, 24 h; Potency, µM (top dose mostly 57.1 µM), without a hit: at the top dose activity change, negative = cytotoxicity, most hits filed as cytotoxic; AID 1671193, 2021;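 further: potency means the concentration at half of the fitted maximal effect; 0% = DMSO-treated cells and -100% = medium-only wells without cells; nearly all actives have a fitted effect of over 30% in size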
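Cytotoxicity counterscreen: after 24 h compound treatment of genome-edited SNCA-luciferase HEK-293 cells, live-cell protease substrate GF-AFC read by fluorescence after 30 min; activity scaled between DMSO (0%) and medium-only (-100%), curves Hill-fitted.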
* = called active by the depositor; i = inactive; ? = inconclusive; . = no result given; [ ] = remark or other dose. Unless noted, the call rests on the fitted dose curve; in most records, active means well fitted curve in the direction sought with a large enough effect; inconclusive means small, poorly fitted or top-dose-only effect, or another doubt; inactive means no such curve, though single readings can be large; an effect the other way counts as inactive or inconclusive. Unless noted, on the % scale 0 is the no-effect control and ±100 the full control effect.

SMILES	GPT2 inhibitor	SNCA expr inhib	IP6K1 inhibitor	FLuc inh	NIH3T3 tox	HEK293 tox	HEK293 viab
COC[C@H]1C[C@@H](NC(=O)CC(C)(C)C)[C@H](O)[C@@H]1O	2.0%[88.5 µM]	-22.2%[87.6 µM]	-7.2	-3.6%[230 µM]	3.1%[230 µM]	i	-2.0%[87.6 µM]
Cc1cccc(-n2nc(C)c(CCC(=O)NC3CC3)c2Oc2ccccc2)c1	i	-2.0%	-7.2	7.0%	?	?	-3.3%
COc1ccc(N2CCN(C(=O)CCn3ccn4nc5c(c4c3=O)CCCC5)CC2)cc1	4.5%	-15.6%	-2.7	-5.1%	-15.7%	-16.8%	-5.0%
N#Cc1cccc(-c2ccnc(N[C@H]3CO[C@H]4[C@@H]3OC[C@H]4OC(=O)NC3CCCCC3)n2)c1	1.7%	-23.9%	3.5	3.6%	-6.2%	-25.4%	-6.1%
OCCC1CN(c2cc(C(F)(F)F)ccn2)CCN1CC1CCCCC1 (configuration not stated)	i	28.1%	6.5	-0.4%	?	?	2.5%
Cc1cnc(C(=O)N2CCC(Oc3cccnc3)C2)cn1 (configuration not stated)	-2.2%	-7.9%	-7.2	-1.7%	1.7%	2.2%	-1.0%
O=C(Cc1ccc(F)cc1)Nc1cc(-c2ccccn2)nn1-c1ccccc1	1.6%	-16.0%	-18.1	.	-23.5%	?	-4.8%
CCNC(=O)NC1(Cc2cc(-c3ccc(OC)cc3)on2)COC1	i	-11.1%[87.6 µM]	6.0	0.6%[172 µM]	2.8%[174 µM]	?	-4.4%[87.6 µM]
COc1cc(C(=O)N2CCCN(c3cc(-c4ccc(F)cc4)[nH]n3)CC2)cc(OC)c1OC	-4.6%	3.3%	21.2	-1.9%	i	2.1%	-19.5%
Cc1ccc(-c2cn3cc(C(=O)NCCc4ccccc4)nc3s2)cc1	i	47.6%[activator]	1.0	.	-22.1%	-7.4%	8.3%
O=C(c1ccco1)N1CCC(Nc2cccnc2)C1 (configuration not stated)	?	-9.9%	3.4	8.6%	i	-4.5%	0.3%
O=C(CCc1c[nH]c2ccccc12)NCC12CCCC=C1N(CC1CC1)C(=O)CC2 (configuration not stated)	i	-9.3%	9.3	2.0%	-28.7%	?	-15.2%
CC(C)(Oc1nn(Cc2cccc(Cl)c2)c2ccccc12)C(=O)NCCN1CCOCC1	1.4%	?	-2.8	-11.7%	?	50.1µM*	-11.4%
c1ccc(CCc2nc3nccc(-c4ccccn4)n3n2)cc1	0.9%	40.7%[activator]	5.7	?	4.3%	8.6%	6.4%
CCOC(=O)c1c(C)oc2ccc(N(C(=O)c3ccncc3)S(=O)(=O)c3ccc(F)cc3C)cc12	.	-28.6%	-5.3	.	.	.	6.0%
CCN(CC)Cc1cnc2c(C(=O)N[C@H](C(N)=O)C(C)C)cnn2c1	-12.6%	-3.7%	14.6	-0.9%	-10.8%	-1.5%	-7.0%
O=C(c1ccc2nnc(-c3ccoc3)n2c1)N1CCOCC1	i	19.6%[87.6 µM]	-11.8	.	i	i	8.0%[87.6 µM]
O=C(Cn1nc2c(cc1=O)CCCC2)NC1CCN(Cc2ccccc2)CC1	-1.7%	10.7%	16.1	-3.4%	4.2%	-14.1%	-0.4%
O=C(c1ccoc1)N1CCC(CCOc2ccc(F)cc2)C1 (configuration not stated)	-7.0%	12.3%	14.2	-6.5%	?	?	-5.9%
COc1ccc(CNC(=O)c2cnc3c(c2)N(C(=O)CCc2ccccc2)CCC3)cc1OC	?	-2.9%	12.9	-3.2%	-25.8%	?	-1.4%
COc1ccc(C2=NOC3(CCN([S+](=O)([O-])c4ccccc4)C3)C2)cc1 (configuration not stated)	-11.8%	53.5%[activator]	3.4	?	?	44.7µM*	?
COCCNS(=O)(=O)c1ccc2c(c1)CN(C(=O)Cn1cncn1)CC2	-1.0%	?	12.5	8.1%	-0.9%	1.3%	-5.6%
OC[C@@H]1O[C@H](CNC2CCOCC2)[C@H](N2CCc3ccccc3C2)[C@@H]1O	-0.2%	8.6%	-1.8	4.2%	-17.5%	i	0.7%
CC1=C[C@@H](CNC(=O)CC(C)(C)CC(=O)O)[C@H](C(C)C)C[C@H]1Cc1nc2c(C)cccc2[nH]1	?	-17.4%	14.0	3.1%	-17.9%	-9.7%	-17.9%

Four consecutive entries out of the list so far, for reference:
SMILES	GPT2 inhibitor	SNCA expr inhib	IP6K1 inhibitor	FLuc inh	NIH3T3 tox	HEK293 tox	HEK293 viab
COC[C@H]1C[C@@H](NC(=O)CC(C)(C)C)[C@H](O)[C@@H]1O	2.0%[88.5 µM]	-22.2%[87.6 µM]	-7.2	-3.6%[230 µM]	3.1%[230 µM]	i	-2.0%[87.6 µM]
Cc1cccc(-n2nc(C)c(CCC(=O)NC3CC3)c2Oc2ccccc2)c1	i	-2.0%	-7.2	7.0%	?	?	-3.3%
COc1ccc(N2CCN(C(=O)CCn3ccn4nc5c(c4c3=O)CCCC5)CC2)cc1	4.5%	-15.6%	-2.7	-5.1%	-15.7%	-16.8%	-5.0%
N#Cc1cccc(-c2ccnc(N[C@H]3CO[C@H]4[C@@H]3OC[C@H]4OC(=O)NC3CCCCC3)n2)c1	1.7%	-23.9%	3.5	3.6%	-6.2%	-25.4%	-6.1%

Next section.
SMILES	GPT2 inhibitor	SNCA expr inhib	IP6K1 inhibitor	FLuc inh	NIH3T3 tox	HEK293 tox	HEK293 viab
Cc1nn(C)c2nc(-c3ccccn3)nc(N3CCC4(CC3)COC(=O)O4)c12	i[11.5 µM]	11.3%	20.1	2.9%	-4.4%	-10.0%	-6.6%
COC1C(=O)N(c2cccc(F)c2)C12CCN(Cc1sccc1C)CC2 (configuration not stated)	-6.7%	-5.0%	-4.1	-10.0%	?	?	0.9%
COCCn1ncc(N2CCC(NC(=O)c3ccc(OC)c(F)c3)CC2)cc1=O	-9.7%	11.4%	-3.7	-10.7%	-10.0%	-6.4%	-19.1%
Cc1cccc2sc(N(Cc3cccnc3)C(=O)C3COc4ccccc4O3)nc12 (configuration not stated)	.	133.6%[activator]	-16.1	.	.	.	9.5%
Cc1ccc(C(=O)Nc2nc3n(n2)C(c2ccc(F)cc2)C=C(c2ccccc2)N3)cc1 (configuration not stated)	.	77.2%[activator]	-2.1	.	.	.	?
NC(=O)C1CCN(c2ncncc2-c2nc(-c3ccccc3)no2)CC1	i	1.4%	-8.5	2.4%	-4.5%	-12.7%	-0.2%
COc1ccc(C(=O)N[C@@H]2C[C@H](Cn3cc(CN(C)C)nn3)[C@@H](O)[C@H]2O)cc1	?	-4.1%[87.6 µM]	5.7	-12.5%[172 µM]	-21.5%[174 µM]	-15.6%[172 µM]	3.2%[87.6 µM]
Cc1ccc(-n2ncc(C(=O)NCCc3ccccc3)c2C2CCN(C(=O)OC(C)(C)C)CC2)c(C)c1	.	?	-9.1	.	.	.	-14.4%
O=C(C1CC=CCC1)N1CCc2[nH]nc(-c3ccc(C(F)(F)F)cc3)c2C1 (configuration not stated)	-23.2%	-8.3%	3.3	-21.7%	?	25.1µM*	-3.1%
O=C(Nc1cccc(C(F)(F)F)c1)N[C@@H]1C[C@H](CO)[C@@H](O)[C@H]1O	3.2%[88.5 µM]	0.3%[87.6 µM]	10.3	-5.0%[172 µM]	1.1%[138 µM]	0.4%[172 µM]	1.6%[87.6 µM]
COc1ccc(CN2CCC3(CC2)OCCN(Cc2ccccc2F)C3=O)cc1O	-13.0%[88.5 µM]	-11.2%[87.6 µM]	7.9	-2.9%[172 µM]	-17.7%[138 µM]	?	-3.0%[87.6 µM]
C[C@]1(NC(=O)Cc2ccccc2)OC[C@@H]2CC[C@H](C(=O)Nc3ccc(OC(F)(F)F)cc3)N2C1=O	1.7%	32.6%[activator]	6.0	-1.5%	?	-24.2%	-5.3%
CN(C)C[C@@H]1CN(c2ncccn2)C[C@H]1NS(=O)(=O)c1ccc(C#N)cc1	-1.0%	-0.3%	7.1	7.9%	-7.0%	-14.3%	0.5%
Cc1nnc2n1CCC(N(C)C(=O)CCc1ccccc1)CC2 (configuration not stated)	i	1.2%	-13.0	-16.2%	-13.0%	3.9%	-6.8%
CCCC1=Nc2cc(C(=O)NCc3ccccc3Cl)ccc2Sc2ccc(Cl)cc21	i	-13.6%	-17.2	10.0%	?	?	-13.2%
COc1cccc(-c2nnc3n(Cc4ccc(F)cc4)c(=O)c4ccccc4n23)c1	.	-3.0%	1.0	.	.	.	-7.6%
COCCCn1c(=O)c(C(=O)N2CCN(C(=O)C3CC3)CC2)nc2cccnc21	1.4%	-13.1%	-1.5	.	-6.8%	-0.2%	2.5%
CC(C)(Oc1nn(CC2CCOCC2)c2ccccc12)C(=O)NCC1CCOCC1	1.8%[88.5 µM]	-22.4%[87.6 µM]	7.7	-8.4%[172 µM]	?	-5.0%[172 µM]	3.3%[87.6 µM]
O=C(Nc1ncc(-c2cccc(F)c2)c2c1OCC2)c1ccc(F)c(Cl)c1	i	41.8%[activator][87.6 µM]	-14.7	-11.6%[172 µM]	?	35.5µM*	-25.1%[87.6 µM]
Cc1ccc(CNC(=O)CSc2nc3n[nH]c(C)c3c(=N)n2-c2cccc(C)c2)cc1	.	35.3%[activator]	5.1	.	.	.	?
COc1ccc(C(=O)N2CCCCCCNC(=O)[C@@H]3CCC[C@@H]32)c(OC)c1	0.9%	4.0%	-0.1	1.9%	1.9%	-25.2%	4.8%
Cn1nccc1CN1CCC2(C1)C(=O)Nc1ccccc12 (configuration not stated)	i	-6.2%[87.6 µM]	-9.1	.	i	i	6.1%[87.6 µM]
Cc1ccc(C)c(NC(=O)N2CCC(Oc3ncccc3C(=O)N3CCCCC3)C2)c1 (configuration not stated)	i	-15.4%	2.7	-9.6%	?	?	-6.7%
Cc1ncccc1C(=O)N1CC(N(CC(C)C)C2CCN(C)CC2)C1	-36.2%	4.1%	-12.6	.	-18.4%	-18.4%	18.3%
CCCNC(=O)N1CCn2nnc(CCC(=O)N3CCOCC3)c2C1	0.6%	-19.7%	-4.1	7.5%	i	-11.3%	-4.5%
O=C(c1ccc2c(c1)OCO2)N1CCN(c2ccnc3ccnn23)CC1	i	2.9%	-6.2	.	?	?	2.5%
CCc1ccccc1NC(=O)CC(C)n1nc(C)cc1C (configuration not stated)	.	29.5%	-2.8	.	.	.	10.0%
Cn1cccc1C(=O)N1C[C@@H](COCC2CC2)[C@H](c2ccccn2)C1	i	-6.3%	4.5	0.7%	-17.3%	?	-3.2%
CC(C)N1CC(C(=O)NCc2ccc(Cl)cc2)NC1=O (configuration not stated)	i	10.5%[87.6 µM]	-10.8	.	-30.1%[138 µM]	?	5.5%[12.5 µM]
